PfM18AAP inh = PfM18AAP enzyme inhibition. recombinant PfM18AAP, H-Glu-NHMec fluorogenic cleavage. inhibition, % at 7.35 µM. hit rate 1.2% among 290,000. AID 1822;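 active = inhibition above the campaign mean inhibition over all tested compounds plus 3 SD, cut at about 28% in these data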;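 also: 0% = plate median of test compound wells and 100% = 2 mM ZnCl2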
IMP-1 inh = inhibitors of Pseudomonas aeruginosa IMP-1 metallo-beta-lactamase | purified IMP-1, nitrocefin hydrolysis, epi-absorbance fluorescence | inhibition, % at 5.6 µM | hit rate 0.45% among 290,000;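 active = inhibition above the mean plus 3 SD of all compounds in the same screening run, cut at about 4.5% in these data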;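 also: 0% = IMP-1 with DMSO and 100% = DMSO wells lacking enzyme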
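System – purified recombinant IMP-1 beta-lactamase · Input – IMP-1 dispensed at 0.2 nM · Timing – 15 min preincubation plus 25 min reaction at 25 °C · Signal – Epi-absorbance fluorescence, 480 nm excitation, 530 nm emission · Measure – percent IMP-1 inhibition derived from blank-referenced optical density · Controls – Enzyme-plus-DMSO low control, enzyme-free DMSO high control · Replication – singlicate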
VIM-2 inh = inhibitors of Pseudomonas aeruginosa VIM-2 metallo-beta-lactamase; hit rate 0.89% among 290,000; purified VIM-2, nitrocefin hydrolysis, epi-absorbance fluorescence; inhibition, % at 5.6 µM;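 active = inhibition above the mean of all tested compounds plus 3 SD, cutoff set per screening run, cut at about 7.5% in these data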;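 also: red hydrolysis product quenches plate fluorescence so inhibitors raise well fluorescence; 0% = enzyme with DMSO and 100% = DMSO without enzyme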
PHOSPHO1 block = blocks human PHOSPHO1 phosphatase activity; Q8TCT1; recombinant PHOSPHO1, absorbance phosphatase assay; inhibition, % at 13.3 µM; hit rate 1.1% among 290,000; AID 1565; in the data active = inhibition above about 60%
IDE inh = cellular human IDE inhibition. hit rate 0.41% among 320,000. AID 434962. P14735. HEK cells, FAbetaB cleavage, fluorescence polarization. inhibition, % at 5.59 µM;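 active = percent inhibition above the average of all tested compounds plus 3 SD, set per screening campaign, cut at about 16% in these data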;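 also: IDE supplied by intact live HEK cells; FP after avidin binding of uncleaved biotin substrate so inhibition keeps polarization high; 0% = DMSO wells and 100% = 60 µM reference IDE inhibitor Ii1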
Target sequence (P14735 whole entry, looked up): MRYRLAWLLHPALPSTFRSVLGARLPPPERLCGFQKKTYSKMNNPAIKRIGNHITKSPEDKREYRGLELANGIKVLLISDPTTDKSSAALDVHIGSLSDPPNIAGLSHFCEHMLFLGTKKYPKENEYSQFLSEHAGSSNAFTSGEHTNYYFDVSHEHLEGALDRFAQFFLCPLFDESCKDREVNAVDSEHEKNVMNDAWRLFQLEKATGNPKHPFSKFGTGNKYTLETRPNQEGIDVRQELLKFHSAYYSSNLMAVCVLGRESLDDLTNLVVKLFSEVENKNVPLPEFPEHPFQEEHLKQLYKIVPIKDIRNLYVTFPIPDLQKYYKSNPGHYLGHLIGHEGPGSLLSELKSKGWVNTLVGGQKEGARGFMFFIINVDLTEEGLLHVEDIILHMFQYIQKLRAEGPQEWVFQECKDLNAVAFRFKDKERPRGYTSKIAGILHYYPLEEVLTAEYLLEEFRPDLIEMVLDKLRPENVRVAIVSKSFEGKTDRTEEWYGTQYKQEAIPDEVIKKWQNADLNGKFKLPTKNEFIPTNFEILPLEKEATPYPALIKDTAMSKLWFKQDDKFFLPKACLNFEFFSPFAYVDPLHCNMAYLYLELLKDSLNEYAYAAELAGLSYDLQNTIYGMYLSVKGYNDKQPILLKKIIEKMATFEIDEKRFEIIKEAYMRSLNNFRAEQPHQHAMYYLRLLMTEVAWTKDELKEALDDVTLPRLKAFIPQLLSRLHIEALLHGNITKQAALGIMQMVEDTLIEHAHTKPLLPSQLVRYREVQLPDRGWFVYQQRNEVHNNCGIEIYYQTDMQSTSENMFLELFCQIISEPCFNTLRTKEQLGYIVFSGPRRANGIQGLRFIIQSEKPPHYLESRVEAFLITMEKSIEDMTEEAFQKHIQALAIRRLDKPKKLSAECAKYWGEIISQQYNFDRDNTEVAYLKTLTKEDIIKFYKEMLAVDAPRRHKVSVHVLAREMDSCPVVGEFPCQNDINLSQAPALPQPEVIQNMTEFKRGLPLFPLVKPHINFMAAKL
NALP1 yeast inh = NALP1 inhibition; S. cerevisiae NALP1/ASC/caspase-1 growth, X-gal OD620, 72 h; inhibition, % at 10 µM; hit rate 0.61% among 280,000; in the data active = inhibition mostly above about 24%, no sharp cut-off; inactive = mostly below about 32%; also: some compounds called inactive have numbers as strong as hits
p-CIP stab down = lowers stability of the mouse p/CIP coactivator protein; Q05BA5; F442A p/CIP-EGFP cells, EGFP fluorescence, 16 h; decrease of EGFP signal, % at 10 µM; hit rate 0.01% among 290,000; AID 1984;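 active = EGFP signal decrease of at least 30% at 10 µM or well 3 SD below plate mean, unless failing retest; inactive = the rest, including hits failing retest or dose response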; also: some compounds called inactive have numbers as strong as hits; many of its hits are not listed in these tables
GPR7 antag = blocks human GPR7 receptor signaling; P48145; GPR7-expressing cells, fluorescence antagonist assay; inhibition, % at 4.4 µM; hit rate 1.1% among 290,000; AID 1861; in the data active = inhibition above about 16%, passing the limit was not always enough;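 also: cells stimulated with the agonist NPW; 0% = agonist with vehicle and 100% = vehicle without agonist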
IDE cell activ = IDE (human) activation, cell-based; hit rate 0.073% among 340,000; HEK cells, FAbeta-B cleavage, fluorescence polarization; 0% vehicle, 100% cell-free pure enzyme wells; activation, % at 5.96 µM; P14735; AID 493087;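 active = activation above the mean of all tested compounds plus 3 SD, set per screening campaign, cut at about 17% in these data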
Starred values were filed as active, the others as inactive; · = no result given.

SMILES	PfM18AAP inh	IMP-1 inh	VIM-2 inh	PHOSPHO1 block	IDE inh	NALP1 yeast inh	p-CIP stab down	GPR7 antag	IDE cell activ
COc1ccccc1NC(=O)Nn1cnnc1	65.0*	-0.9	-3.7	-19.8	1.8	-9.4	5.0	-6.8	3.9
Cc1ccc(C2CC2C(=O)NN)cc1 (stereo unspecified)	-10.2	-2.0	-5.6	46.0	-3.2	-4.3	-12.3	-14.5	1.1
CSc1ccc(C(=S)N2CCCCCC2)cc1	3.7	-2.5	-2.0	·	1.5	-19.6	1.7	-4.5	3.9
CCN(CC)C(=S)Oc1ccc(Cl)cc1Cl	4.3	-3.3	-2.8	3.2	-2.6	18.2	-0.3	-10.8	0.5
Cc1nn(CCCC(=O)NCc2ccccc2)c(=O)c2nn(-c3ccccc3)c(C)c12	-12.0	-0.3	0.6	26.1	-1.1	8.5	-8.1	-17.6	0.6
Cc1nc(SCC(=O)NCc2ccco2)c2c(C)c(C)sc2n1	-1.2	-3.7	-2.3	-3.3	0.3	10.0	8.4	-13.0	-10.1
Cc1ccc(-c2csc3ncnc(OCC(=O)NC(=O)NCc4ccco4)c23)cc1	4.2	-3.6	-1.1	29.6	2.8	20.6	-11.8	-12.1	-0.3
Cc1ccc(C)c(-n2c(-c3ccc(Br)cc3)csc2=NC(=O)c2ccccc2F)c1	-2.7	-1.4	-0.7	-14.0	3.5	-2.1	-8.6	-15.7	4.4
O=S(=O)(O/N=C1\CCCc2ccccc21)c1ccccc1	-7.3	-2.8	-3.3	12.8	-3.8	2.2	-12.0	-1.2	3.3
Cc1nonc1C1CCCN1Cc1nc(-c2ccc(F)cc2F)oc1C (stereo unspecified)	-8.0	-1.4	-1.5	12.9	3.7	-6.2	-1.9	-7.1	0.7
Cc1ccc(/C=[N+](/[O-])C2SC(=S)N(C)C2(C)C)cc1 (stereo unspecified)	-1.9	-1.2	1.2	3.3	-1.7	30.4	-4.5	3.5	3.5
COc1ccc(OCc2cc(C(=O)NC(C)Cn3cncn3)no2)c(Cl)c1 (stereo unspecified)	1.3	1.5	2.2	27.6	0.2	19.7	2.0	1.6	2.3
Cc1nc2ccccc2n1C(=O)c1cc(-c2ccc(Br)cc2)nc2ccccc12	-13.1	-3.9	0.6	1.2	3.6	·	7.3	-8.4	3.6
COc1ccc(N(CC(=O)Nc2ccc3c(c2)OCCO3)S(=O)(=O)c2c(C)nn(C)c2C)cc1	-2.3	-4.5	-1.7	8.6	2.7	0.5	-10.7	-5.3	1.8
COC(=O)C(C)Sc1nc2c(cnn2-c2ccccc2)c(=O)[nH]1 (stereo unspecified)	-4.0	-4.6	-0.8	30.4	4.3	15.5	-13.8	-5.5	7.5
COc1ccc(CC(NC(C)=O)C(=O)NC2CCN(C(=O)Nc3ccc(Cl)cc3)CC2)cc1OC (stereo unspecified)	-10.8	-1.5	0.1	1.5	-5.1	18.4	-0.9	-1.4	3.1
O=C(NCc1ccc(F)cc1)C1(c2cccs2)CCOCC1	1.7	-2.8	-2.5	-7.9	2.6	25.8	1.7	-6.2	3.8
COc1ccccc1C1c2[nH]c3ccccc3c2CCN1Cc1cnc(C)s1 (stereo unspecified)	-14.3	-2.5	-1.0	14.6	·	-0.8	-7.0	-2.8	-4.3
COc1ccc(NC(=S)N/C(=N/S(=O)(=O)c2ccc(C)cc2)c2ccccc2)cc1	-3.0	-1.4	-2.5	12.7	6.4	4.3	-7.2	-2.0	-0.8
Cc1ccc(C(=O)N/N=C2\SCC(=O)N2c2cc(C)ccc2C)cc1	4.6	-2.5	-1.8	-41.5	2.8	3.0	-6.2	-13.4	4.1
O=C(CN1CCC(c2nc3ccccc3[nH]2)CC1)Nc1ccc2c(c1)OCO2	2.3	0.1	0.0	29.0	9.2	16.4	-14.8	-1.7	-3.6
O=C(Cc1ccccc1)Nc1nnc(-c2cccs2)s1	2.6	-2.4	0.7	-6.8	-2.2	3.8	-3.2	2.5	2.8
CC(C)Sc1nc2ccccc2n1CC(N)=O	0.9	-2.5	-1.7	4.7	-5.9	9.2	7.6	-8.2	-0.5
COc1ccccc1N1C(=O)CC(Sc2nccc(C)n2)C1=O (stereo unspecified)	-2.9	-2.8	-3.0	-48.4	8.6	14.8	0.9	-5.7	-0.5

For reference, 7 of the compounds above:
SMILES	PfM18AAP inh	IMP-1 inh	VIM-2 inh	PHOSPHO1 block	IDE inh	NALP1 yeast inh	p-CIP stab down	GPR7 antag	IDE cell activ
COc1ccccc1C1c2[nH]c3ccccc3c2CCN1Cc1cnc(C)s1 (stereo unspecified)	-14.3	-2.5	-1.0	14.6	·	-0.8	-7.0	-2.8	-4.3
COc1ccc(NC(=S)N/C(=N/S(=O)(=O)c2ccc(C)cc2)c2ccccc2)cc1	-3.0	-1.4	-2.5	12.7	6.4	4.3	-7.2	-2.0	-0.8
Cc1ccc(C(=O)N/N=C2\SCC(=O)N2c2cc(C)ccc2C)cc1	4.6	-2.5	-1.8	-41.5	2.8	3.0	-6.2	-13.4	4.1
O=C(CN1CCC(c2nc3ccccc3[nH]2)CC1)Nc1ccc2c(c1)OCO2	2.3	0.1	0.0	29.0	9.2	16.4	-14.8	-1.7	-3.6
O=C(Cc1ccccc1)Nc1nnc(-c2cccs2)s1	2.6	-2.4	0.7	-6.8	-2.2	3.8	-3.2	2.5	2.8
CC(C)Sc1nc2ccccc2n1CC(N)=O	0.9	-2.5	-1.7	4.7	-5.9	9.2	7.6	-8.2	-0.5
COc1ccccc1N1C(=O)CC(Sc2nccc(C)n2)C1=O (stereo unspecified)	-2.9	-2.8	-3.0	-48.4	8.6	14.8	0.9	-5.7	-0.5

More records
SMILES	PfM18AAP inh	IMP-1 inh	VIM-2 inh	PHOSPHO1 block	IDE inh	NALP1 yeast inh	p-CIP stab down	GPR7 antag	IDE cell activ
COCCn1c(N)c(N(Cc2ccccc2)C(=O)CN2C(=O)NC(C)(c3ccccc3)C2=O)c(=O)[nH]c1=O (stereo unspecified)	2.8	-0.7	-3.3	47.6	3.0	-4.0	-2.6	-15.9	-2.1
COc1ccc(C(=O)NCCCOC(=O)c2ccc(OC)cc2)cc1	-0.8	-1.1	-1.5	9.4	2.9	-3.3	-13.1	-14.3	-0.2
CC1CCC2(CC1)Nc1ccccc1C(=O)N2c1ccccc1 (stereo unspecified)	7.2	-2.8	-1.7	0.2	-2.3	1.6	-2.3	1.1	3.0
CS(=O)(=O)c1ccc(C(=O)NC2CCCc3ccccc32)cc1 (stereo unspecified)	-12.4	-0.9	-0.7	36.7	7.4	11.3	5.3	-4.6	-0.9
Cc1ccc(N(CC(=O)NCc2ccc(F)cc2)C(=O)c2csnn2)c(C)c1	4.9	-2.4	-3.1	34.5	-1.7	-13.6	3.1	8.4	0.1
Cc1cc(C)c(C(=O)C[n+]2cccc(C(N)=O)c2)c(C)c1	-6.8	-2.6	-1.3	31.8	-5.1	10.2	3.8	-9.1	·
CC(C)(C)C(=O)Nc1ccccc1C(=O)Nc1cccnc1	3.2	-3.0	-1.2	-3.5	0.5	-0.9	-24.4	-8.3	5.3
COc1ccc(O)c(/C=c2/sc3nc4cc(C)c(C)cc4n3c2=O)c1	6.6	-3.7	-5.5	36.3	·	12.5	-2.6	-5.1	-1.4
COc1ccc(C(=O)C(C)OC(=O)c2cccc(S(=O)(=O)Nc3cc(Cl)c(OC)cc3OC)c2)cc1 (stereo unspecified)	-7.6	1.4	0.9	4.9	0.8	26.0	-16.1	5.3	-0.8
Cc1cc(OCC(O)CN2CCc3ccccc3C2)ccc1Cl (stereo unspecified)	-7.3	-1.5	-1.2	·	2.8	-11.4	-3.0	-10.3	0.5
O=C(C1=C(O)C(=O)N(CCCN2CCOCC2)C1c1ccncc1)c1cc2ccccc2o1 (stereo unspecified)	12.4	-2.8	-4.6	1.1	·	21.0	3.4	-3.2	·
COc1ccc2cc(S(=O)(=O)N3CCCCCC3)ccc2c1	4.8	-2.2	-2.6	19.0	5.3	2.6	-5.3	-0.5	5.3
CCCn1cc(NC(=O)c2cc3n(n2)C(C(F)(F)F)CC(c2ccccc2)N3)cn1 (stereo unspecified)	-6.6	-2.9	0.3	-7.9	3.4	9.0	-14.6	0.1	1.1
Cc1onc(-c2c(F)cccc2Cl)c1C(=O)N1CCc2ccccc2C1	-0.7	-3.4	-3.1	-8.3	-2.1	16.6	-5.7	2.6	-0.1
CCCC[C@@H]1C[C@H]1[C@@H](NC(=O)c1cccs1)c1ccc(Cl)cc1	0.9	-1.5	-3.2	40.2	-0.4	40.5	-9.3	5.1	·
Cc1ccc(-c2csc(NC(=O)Cn3[nH]c(=O)c4ccccc4c3=O)n2)cc1	3.8	-2.8	-3.7	37.0	1.1	0.3	-3.7	-11.0	2.0
O=C(C1=C[C@@H](c2ccc(Br)cc2)C[C@@H](OCc2ccc(CO)cc2)O1)N1CCN(Cc2ccccc2)CC1	-2.2	-1.8	-2.6	7.8	0.6	-6.0	-11.1	-10.2	4.3
Cc1ccc(CN(C)C(=O)c2cc(COc3ccc(F)cc3Cl)on2)o1	-1.4	-2.4	-4.5	42.9	0.7	10.1	-4.2	0.3	-1.8
CSc1nc2sc3c(c2c(=S)[nH]1)CC(C)(C)OC3	-11.2	-2.2	14.7*	14.0	·	-11.5	4.2	-12.2	-0.3
COc1ccc2c(C)c(C(=O)O)oc2c1	-8.6	-4.6	-3.5	-8.6	-5.0	-3.5	-3.5	-6.4	-0.5
O=C1C=C(NC2CCCC2)CC(c2ccccc2)C1 (stereo unspecified)	1.7	-2.1	-3.5	36.5	3.0	-1.5	-11.6	5.9	·
O=C(COC(=O)C1CC(=O)N(c2nc(-c3ccccc3)cs2)C1)c1ccccc1 (stereo unspecified)	1.7	1.0	-2.8	18.7	-3.6	3.7	6.4	-2.8	8.2
CCN(C(=O)CSc1nc2cc(C(F)(F)F)ccc2n1Cc1ccccc1)C1CCS(=O)(=O)C1 (stereo unspecified)	-1.6	-0.2	-1.1	-4.9	-2.9	24.1	-16.3	-4.4	-4.4
Cc1ccnc(NC(=O)c2cc3cc(F)ccc3s2)c1	5.7	-0.4	-1.8	0.0	-2.4	17.2	7.9	12.7	-4.6
COc1ccc(S(=O)(=O)N2CCCC(C(=O)NCc3ccc(F)cc3)C2)cc1 (stereo unspecified)	-1.1	-3.5	-4.8	15.0	-3.3	22.6	-0.3	-1.7	7.3
O=C(c1ccc(OC2CCN(CCc3ccccc3)CC2)cc1)N1CCCC(CCCO)C1 (stereo unspecified)	4.8	-2.0	-5.9	54.7	0.4	8.7	-2.4	-1.9	-2.4
O=C(c1cnn2c(C(F)F)cc(C3CC3)nc12)N1CCCC1	-7.1	-3.2	-3.0	7.2	4.1	10.4	7.2	-7.9	-1.4
COc1ccccc1-c1coc2c(CN3CCOCC3)c(O)ccc2c1=O	7.4	-2.3	-0.4	·	2.3	11.3	-10.6	0.0	-1.4

Source: PubChem (several laboratories)
